# SMARCA2 activ: SMARCA2 function activation, primary screen; AID 652017; activation, % at 9.1 µM; 1% of 370,000 active; MG213 cells, MMTV-luciferase reporter, dexamethasone, overnight; in the data active = activation above about 7.8%;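 note: 0% = vehicle wells and 100% = reference activator wells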
# ADAM17 inh: inhibits human ADAM17; AID 720648; inhibition, % at 6.95 µM; 0.83% of 370,000 active; recombinant ADAM17, EDANS/DABCYL FRET peptide cleavage;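 active = inhibition above the mean of compounds lying between control limits plus 3 SD, set per campaign, cut at about 8.5% in these data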;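 note: 0% = DMSO-only wells as the low control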
# PG9 binder: binds the HIV-1 gp120 antibody PG9; TR-FRET gp120-PG9 antibody binding; inhibition, % at 6.7 µM; 0.43% of 360,000 active; AID 624416; in the data active = inhibition above about 8.5%
# hcDAF-12 act: activators of H. contortus DAF-12 nuclear receptor. HEK293 hcDAF-12 lit1-tk-luc reporter, luminescence; 0% DMSO, 100% Δ7-dafachronic acid. activation, % at 6.8 µM. 1.4% of 370,000 active. AID 652067;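 active = activation above the mean of all tested compounds plus 3 SD, cut at about 5.5% in these data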;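 note: 100% = response to 3 µM Δ7-dafachronic acid high control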
# ssDAF12 agonist: activators of S. stercoralis DAF-12 nuclear receptor; activation, % at 6.8 µM; 1% of 370,000 active; HEK293 ssDAF-12/GRIP1 lit1-tk-luc reporter, luminescence; % of 3 µM dafachronic acid response;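 active = activation above the mean over all tested compounds plus 3 SD, cut at about 0.9% in these data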;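 note: 0% = DMSO-only wells and 100% = 3 µM delta7-dafachronic acid wells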
# GC-A act: GC-A (human) enzyme activation; P16066; HEK293 GC-A cells, cGMP TR-FRET, EC30 ANP; 0% at EC30 ANP, 100% saturating ANP; activation, % at 10 µM; 0.14% of 370,000 active; in the data active = activation above about 40%
# hgDAF-12 ag: agonists of H. glycines DAF-12 nuclear receptor; 1.8% of 370,000 active; HEK293 GAL4-hgDAF12 UAS-luciferase reporter, agonist luminescence; normalized to butyrate control; activation, % at 6.8 µM;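 active = activation above a cutoff set at the mean of all screened compounds plus 3 SD, cut at about 10% in these data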;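 note: 0% = DMSO wells and 100% = sodium butyrate wells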
# DAX1 inh-1: NR0B1 (DAX1) inhibition | AID 504766 | HEK293 Gal4-DAX1 luciferase reporter, luminescence | inhibition, % at 6.75 µM | 0.99% of 340,000 active;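 active = inhibition above the mean over all tested compounds plus 3 SD, cut at about 4.2% in these data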;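 note: 0% = DAX1-transfected cells with DMSO and 100% = empty-vector control cells with DMSO; inhibition shows as a rise in luminescence from relieved DAX1 repression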
# GAA850 FXN act: increases GAA850 frataxin promoter reporter activity; HEK293 lucGAA850 FXN promoter luciferase reporter, 24 h; percent of 10 µM SAHA response; activation, % at 6 µM; 0.56% of 360,000 active; AID 540364;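 active = activation above the average of all compounds screened plus 3 SD, cutoff fixed separately per campaign, cut at about 7.5% in these data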;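 note: 0% = DMSO wells and 100% = 10 µM SAHA wells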
# ADAM10 inh: inhibits human ADAM10; recombinant ADAM10, EDANS/DABCYL FRET peptide cleavage, 3 h; inhibition, % at 7 µM; 0.62% of 370,000 active;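 active = inhibition above a per-campaign cutoff equal to the mean of compounds falling between control-based bounds plus 3 SD, cut at about 20% in these data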;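 note: 0% = DMSO wells while the 100% control is not disclosed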
# Target sequence (O14672 214-748 limits assumed): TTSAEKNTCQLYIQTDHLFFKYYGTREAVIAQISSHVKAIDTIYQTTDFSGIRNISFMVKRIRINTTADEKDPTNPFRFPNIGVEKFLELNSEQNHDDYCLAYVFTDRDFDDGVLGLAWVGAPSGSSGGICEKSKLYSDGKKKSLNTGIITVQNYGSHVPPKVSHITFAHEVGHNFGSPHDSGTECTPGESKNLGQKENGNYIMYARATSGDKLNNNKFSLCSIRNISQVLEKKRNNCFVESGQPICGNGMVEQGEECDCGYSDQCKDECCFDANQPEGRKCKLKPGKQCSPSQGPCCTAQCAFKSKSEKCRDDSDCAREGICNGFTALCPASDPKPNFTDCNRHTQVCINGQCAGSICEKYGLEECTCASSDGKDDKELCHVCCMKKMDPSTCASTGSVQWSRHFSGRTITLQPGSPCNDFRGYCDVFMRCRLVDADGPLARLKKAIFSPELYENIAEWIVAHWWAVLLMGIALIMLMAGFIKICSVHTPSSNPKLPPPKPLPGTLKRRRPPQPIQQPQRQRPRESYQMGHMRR
# DAX1 inh-2: inhibitors of DAX1 repression of SF-1 activated StAR promoter; HEK293T StAR-luciferase reporter, SF-1/DAX-1 repression relief; inhibition, % at 6.8 µM; 1.1% of 370,000 active; AID 652010;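 active = inhibition above the mean over all tested compounds plus 3 SD, cut at about 3.6% in these data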;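 note: 0% = DAX-1 cells with DMSO and 100% = cells lacking DAX-1 with DMSO; higher inhibition means more luminescence from relief of DAX-1 repression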
# An asterisk follows results filed as active; nt = not tested or not shown.
1	Cc1c(CN2CCC(n3nccc3NC(=O)C3CCOC3)CC2)[nH]c2ccccc12 (stereo not given)
2	Cc1noc(C)c1S(=O)(=O)N1CCCCC1c1cc(C(=O)Nc2cccc3c2CCCC3)no1 (stereo not given)
3	O=C(CSc1c2c(nc3cc(Cl)ccc13)CCCC2)NCCN1CCOCC1
4	Cc1cc(O)c(/C=N/c2ccccn2)c(=O)o1
5	CS(=O)(=O)N(CC(=O)NCCSCc1ccco1)c1ccc(Cl)cc1
6	O=C(NNC(=O)c1ccccc1[N+](=O)[O-])c1csc(N2CCOCC2)n1
7	CCOc1ccc2[nH]c(=O)c(CN(Cc3cccs3)Cc3nnnn3C(C)(C)C)cc2c1
8	CCOc1ccc(/C=N/NC(=O)c2ccccc2NC(=O)c2ccc(OC)cc2)cc1
9	O=C(O)CC(NS(=O)(=O)c1ccc2c(c1)OCCO2)c1ccccc1[N+](=O)[O-] (stereo not given)
10	CCc1c(C(=O)Nc2ccccc2)c(C)[nH]c(=S)c1C#N

Screen / compound no.	1	2	3	4	5	6	7	8	9	10
ssDAF12 agonist	-0.9	-2.1	-1.7	-0.8	-0.9	-1.2	-1.6	-0.4	0.3	-1.2
GC-A act	1	-2	-9	0	0	2	-1	-3	1	2
GAA850 FXN act	2.4	-1.5	4.8	-3.0	0.3	-1.0	-2.3	3.5	-0.2	2.0
PG9 binder	-1.1	-2.4	-3.7	-0.6	-2.0	-0.7	-0.3	-2.3	0.7	0.2
DAX1 inh-1	0.0	nt	-1.7	0.1	1.1	-1.4	1.7	-1.1	0.2	0.5
ADAM10 inh	-3	-6	2	-14	-6	3	-20	-7	-15	-4
SMARCA2 activ	2	-3	1	-1	-2	0	-3	2	-1	3
hgDAF-12 ag	-3.7	2.1	-0.9	0.7	-0.8	1.8	-1.4	3.0	5.6	1.6
hcDAF-12 act	2.7	-3.2	0.1	-1.4	-0.2	-0.3	0.0	1.8	2.1	-0.1
DAX1 inh-2	2.3	-0.7	-0.3	0.1	-0.1	-1.3	0.9	1.2	-0.5	-0.6
ADAM17 inh	0	2	2	-8	-4	0	-2	-4	-7	-1

11	O=C(NCc1ccccc1)[C@@H]1CCCN1C(=O)[C@H]1CCCN1C(=O)c1ccc(OC(F)(F)F)cc1
12	CC(=O)c1cccc(NC(=O)N2CCCC2C(=O)Nc2cc(C)ccc2C)c1 (stereo not given)
13	CCOc1ccccc1Oc1c(C)oc2cc(OC(=O)c3ccco3)ccc2c1=O
14	Cc1ccccc1-c1noc(-c2ccccc2F)n1
15	CCc1nc(Nc2ccc(N3CCN(C(C)=O)CC3)cc2)c2oc3ccccc3c2n1
16	Cc1noc(COc2ccccc2OCC(O)CNC(C)(C)C)n1 (stereo not given)
17	O=C(Nc1ccc(CN2CCOCC2)cc1)c1ccc(Cl)cc1Cl
18	CC(=O)OCC(=O)[C@@]1(O)CC[C@H]2[C@@H]3C[C@H](C)C4=CC(=O)C=C[C@]4(C)[C@H]3[C@@H](O)C[C@@]21C
19	O=c1c(Cc2ccc(Cl)cc2)c(O)ccn1Cc1ccccc1
20	Cc1cccc(N(CC(=O)NCCSCc2ccccc2)S(C)(=O)=O)c1C

Screen / compound no.	11	12	13	14	15	16	17	18	19	20
ssDAF12 agonist	-1.3	-1.1	-1.1	-0.6	-1.8	-1.2	-1.6	-1.1	0.1	-0.7
GC-A act	-1	-2	-2	2	15	-1	2	3	-1	0
GAA850 FXN act	nt	1.8	0.8	5.0	0.1	-0.1	2.3	1.7	-0.3	2.7
PG9 binder	-0.4	0.6	-1.0	-2.4	-3.8	-1.6	-0.5	-0.1	-0.4	-2.3
DAX1 inh-1	nt	-0.4	-0.9	2.9	-2.6	0.3	-0.8	1.4	0.7	-2.1
ADAM10 inh	0	0	-369	5	-13	8	10	1	6	0
SMARCA2 activ	5	-2	0	4	0	0	-4	-3	0	0
hgDAF-12 ag	1.2	1.7	-0.7	6.0	-5.1	-0.9	-2.2	-3.6	2.5	2.6
hcDAF-12 act	1.0	-0.9	-1.1	1.8	-2.6	-1.9	-3.5	-0.2	-0.7	0.4
DAX1 inh-2	0.2	-0.4	1.0	2.1	-1.5	-0.2	-0.9	0.7	-0.2	0.3
ADAM17 inh	-2	-3	-129	-1	-3	0	4	-3	-2	-1

# 6 entries from above, arranged by formula weight, smallest number first.
14	Cc1ccccc1-c1noc(-c2ccccc2F)n1
19	O=c1c(Cc2ccc(Cl)cc2)c(O)ccn1Cc1ccccc1
16	Cc1noc(COc2ccccc2OCC(O)CNC(C)(C)C)n1 (stereo not given)
17	O=C(Nc1ccc(CN2CCOCC2)cc1)c1ccc(Cl)cc1Cl
12	CC(=O)c1cccc(NC(=O)N2CCCC2C(=O)Nc2cc(C)ccc2C)c1 (stereo not given)
11	O=C(NCc1ccccc1)[C@@H]1CCCN1C(=O)[C@H]1CCCN1C(=O)c1ccc(OC(F)(F)F)cc1

Screen / compound no.	14	19	16	17	12	11
ssDAF12 agonist	-0.6	0.1	-1.2	-1.6	-1.1	-1.3
GC-A act	2	-1	-1	2	-2	-1
GAA850 FXN act	5.0	-0.3	-0.1	2.3	1.8	nt
PG9 binder	-2.4	-0.4	-1.6	-0.5	0.6	-0.4
DAX1 inh-1	2.9	0.7	0.3	-0.8	-0.4	nt
ADAM10 inh	5	6	8	10	0	0
SMARCA2 activ	4	0	0	-4	-2	5
hgDAF-12 ag	6.0	2.5	-0.9	-2.2	1.7	1.2
hcDAF-12 act	1.8	-0.7	-1.9	-3.5	-0.9	1.0
DAX1 inh-2	2.1	-0.2	-0.2	-0.9	-0.4	0.2
ADAM17 inh	-1	-2	0	4	-3	-2

# Next results
21	c1ccc2c(c1)CCCC2NC1=NCCC1 (stereo not given)
22	CN(CC(O)COc1ccc2ccccc2c1)C1CCCCC1 (stereo not given)
23	CN(CCOc1ccccc1)C(=O)c1cc(COc2c(F)cccc2F)on1
24	COc1ccc(C(=O)Nc2cc(C)on2)cc1OC

Screen / compound no.	21	22	23	24
ssDAF12 agonist	-1.1	-1.1	-1.6	-0.8
GC-A act	2	-6	3	-1
GAA850 FXN act	1.7	1.6	1.8	0.7
PG9 binder	2.5	-2.4	1.1	-0.2
DAX1 inh-1	-0.5	0.0	0.0	-1.0
ADAM10 inh	-1	7	10	-2
SMARCA2 activ	-2	-1	-1	-2
hgDAF-12 ag	0.8	0.9	-0.3	-0.2
hcDAF-12 act	-0.5	0.3	-1.3	-1.6
DAX1 inh-2	-0.5	0.6	-0.1	-0.3
ADAM17 inh	-2	-2	2	-4

# Bioassay records deposited in PubChem by several laboratories.
